PostGolgi ctrl: yeast control strain growth, post-Golgi counter-screen | efflux-deficient yeast background strain, growth absorbance A615, 16 h | inhibition, % at 10 µM | 5% of 98,000 active | AID 738
HUVEC prolif 384: blocks proliferation of human endothelial cells; HUVEC proliferation, CellTiter-Glo luminescence, 72 h; stronger effect = lower value; viability, % at 10 µM (by protocol); 1.1% of 86,000 active; AID 648;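 active = viability at or below 30%; inactive = viability above 30%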;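 note: 100% = median luminescence of DMSO-only cell control wells on each plate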
Ecoli WT expand: E. coli BW25113 growth inhibition, expanded screen; OD600 absorbance; growth inhibition, % at 100 µM; 0.15% of 98,000 active;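 active = growth inhibition above about 50% at one test dose, limit read from the data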;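 note: growth measured after 20 h incubation at 37 °C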
H69AR growth 86K: growth inhibitors of human H69AR lung tumor cells. H69AR lung tumor viability, ATP luminescence, 72 h; stronger effect = lower value. viability, % at 10 µM. 6% of 85,000 active. AID 598;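 active = viability at or below 40%; inactive = viability above 40%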;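 note: multidrug resistant small cell line overexpressing MRP-1 efflux transporter; 100% = mean luminescence of untreated control wells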
Fibroblast inh: blocks proliferation of human lung fibroblasts | 1.1% of 85,000 active | viability, % at 10 µM | LL 47 human lung fibroblast viability, ATP luminescence; stronger effect = lower value;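 active = viability at or below 50% in the single dose screen; inactive = viability above 50%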;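 note: compound exposure lasted 72 h before the ATP readout; 100% = median luminescence of untreated cell-only wells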
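material = human LL 47 lung fibroblast cells | dosing = compounds added from tenfold dosing solution, 0.1% DMSO final | timing = overnight cell rest, 72 h compound treatment at 37 °C | measured by = CellTiter-Glo luminescence measuring cellular ATP | evaluation = % viability versus median cells-only luminescence | control set = cell-only wells, no compound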
PostGolgi yeast: growth inhibition of a yeast mutant, post-Golgi transport screen; post-Golgi transport phenotypic cell assay; 0.9% of 98,000 active; inhibition, % at 10 µM;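 note: yeast cells grown in 1536-well plates; yeast grown about 18 h at 30C before absorbance read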
S1P2 agonist: agonists of human S1P2 receptor; S1P2-expressing cell line, agonist reporter read-out; activation, % at 4.5 µM; 0.46% of 97,000 active; in the data active = activation above about 16%;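 note: 0% = vehicle low control and 100% = maximal reference agonist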
Target sequence (O95136 whole entry, looked up): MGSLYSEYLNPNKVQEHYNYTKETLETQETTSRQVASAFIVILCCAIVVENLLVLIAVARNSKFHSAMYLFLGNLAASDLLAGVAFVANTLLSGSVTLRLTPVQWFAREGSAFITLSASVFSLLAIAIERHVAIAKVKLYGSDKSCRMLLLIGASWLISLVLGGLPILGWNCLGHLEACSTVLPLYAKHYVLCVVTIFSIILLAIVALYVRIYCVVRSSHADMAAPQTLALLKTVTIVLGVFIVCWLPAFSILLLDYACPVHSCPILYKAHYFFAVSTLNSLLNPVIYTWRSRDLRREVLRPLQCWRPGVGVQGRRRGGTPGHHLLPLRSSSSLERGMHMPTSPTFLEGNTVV
DAT uptake mod: modulates human dopamine transporter uptake under cocaine. B-score at 10 µM. Q01959. 1.3% of 110,000 active. LLC-PK1 hDAT cells, [14C]-dopamine uptake with cocaine IC80; actives deviate in either direction;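 active = Z score or B-score, a plate-position-corrected score, falls beyond the plate's 99.7% confidence bounds, in either direction; inactive = both scores lie inside the 99.7% bounds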;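 note: scored against the spread of the other compound wells on the same plate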
Target sequence (Q01959 whole entry, looked up): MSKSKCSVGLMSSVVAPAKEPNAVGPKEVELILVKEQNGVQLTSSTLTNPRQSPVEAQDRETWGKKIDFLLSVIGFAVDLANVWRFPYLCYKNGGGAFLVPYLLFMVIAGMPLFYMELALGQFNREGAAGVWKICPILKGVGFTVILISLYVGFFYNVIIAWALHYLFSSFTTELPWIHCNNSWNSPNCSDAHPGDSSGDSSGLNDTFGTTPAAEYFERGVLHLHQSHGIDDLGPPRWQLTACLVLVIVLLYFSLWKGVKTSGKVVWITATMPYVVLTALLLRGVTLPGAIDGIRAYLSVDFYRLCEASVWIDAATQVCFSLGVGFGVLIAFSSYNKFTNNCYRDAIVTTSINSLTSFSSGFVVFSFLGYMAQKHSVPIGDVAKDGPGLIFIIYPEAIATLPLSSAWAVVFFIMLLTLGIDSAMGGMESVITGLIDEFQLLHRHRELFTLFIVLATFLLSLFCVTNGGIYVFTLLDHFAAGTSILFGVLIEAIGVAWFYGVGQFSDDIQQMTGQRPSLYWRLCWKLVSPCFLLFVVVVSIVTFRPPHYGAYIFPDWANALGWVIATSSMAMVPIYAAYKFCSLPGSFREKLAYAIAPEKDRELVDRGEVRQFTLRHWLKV
S1P2 antag: blocks the human S1P2 receptor; O95136; cell-based S1P2 antagonist assay, inhibition at 5 uM; AID 736; 0.21% of 97,000 active; inhibition, % at 5 µM; in the data active = inhibition above about 45%;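 note: CRE beta-lactamase reporter cells expressing human S1P2 stimulated with S1P; 0% = agonist at EC80 alone and 100% = agonist plus reference antagonist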
* hit, by the source's call; x = not tested or not shown. Cut-off read from the data, not from the text of the source, unless noted: active = inhibition above about 30%; inactive = the rest.

The line under a structure holds: PostGolgi ctrl	HUVEC prolif 384	Ecoli WT expand	H69AR growth 86K	Fibroblast inh	PostGolgi yeast	S1P2 agonist	DAT uptake mod	S1P2 antag
> Clc1ccc(-c2cn3nc4c(nc3n2)CCCC4)cc1
  12	85	-4	90	91	4	-4	-0.25	-5
> Cc1ccc(S(=O)(=O)C(C#N)c2nc3ccccc3nc2N2CC(C)OC(C)C2)cc1C (configuration not stated)
  13	68	6	34*	98	15	-7	-0.21	1
> CCc1cccc(NC(=O)CCc2nc(-c3cccs3)no2)c1
  22	99	6	99	108	5	-3	0.71	4
> CCOC(=O)N1CCN(C(=O)C2c3cc(OC)c(OC)cc3C(=O)N3CCc4ccccc4C23)CC1 (configuration not stated)
  4	95	-2	92	98	-1	2	-1.1	-27
> O=C(O)c1cnn2c(C(F)F)cc(C(F)F)nc12
  x	107	x	105	102	x	-6	0.44	-8
> COc1cc(C2=NOC(C(=O)N3CCN(c4ccc(F)cc4)CC3)C2)cc(OC)c1OC (configuration not stated)
  11	91	3	52	99	-2	3	0.47	-24
> c1ccc(-c2noc(C3CCCCC3)n2)nc1
  0	89	8	88	105	7	-4	-0.089	-30
> CN1CCN(c2nc3nonc3nc2N2CCN(C)CC2)CC1
  0	97	3	84	100	-6	-6	0.35	16
> COc1cccc(C2CC(c3ccccc3Cl)n3ncnc3N2)c1 (configuration not stated)
  -6	101	12	77	94	-2	x	0.84	x
> COc1cccc(-c2noc(CCC(=O)Nc3cccnc3)n2)c1
  17	104	5	96	104	-17	-3	0.16	5
> COC(=O)NC(=S)Nc1ccc(Oc2ccc(Cl)cc2)c(Cl)c1
  3	65	-5	48	93	3	-5	-0.91	-16
> COc1ccc(N2CCN(C(=O)c3ccc(-n4nc(C)cc4C)cc3)CC2)cc1
  6	105	-7	91	92	-7	-2	1.8	2
> COc1cc(C)c(Cl)c(C)c1S(=O)(=O)NCc1ccc2c(c1)OCO2
  6	93	2	94	99	-7	-7	-1.3	2
> Cc1cc(C)n(CCOc2ccc(Cl)cc2Cl)n1
  35*	104	-1	x	95	10	-5	-0.023	2
> CCOC(=O)/C=C1\NC(=O)C(C)S1 (configuration not stated)
  7	115	5	104	101	-5	0	-0.15	3
> COc1ccc(OC)c(S(=O)(=O)N2C(C)CCCC2C)c1 (configuration not stated)
  -11	83	-2	102	92	4	x	1	x
> CCCCCn1nc(C)c2c(C)cc(=O)[nH]c21
  x	87	x	97	91	x	-5	0.17	2
> O=[N+]([O-])c1cccc(-c2nnn(C34CC5CC(CC(C5)C3)C4)n2)c1
  8	x	-2	x	x	5	-4	0.054	7
> CCc1cccc(NC(=O)C2CCCC2)c1
  10	111	1	78	98	0	-2	0.51	-17
> CN1CCc2c(sc(NC(=O)c3ccc(S(=O)(=O)N4CCOCC4)cc3)c2C(N)=O)C1
  -1	103	3	86	101	6	x	-0.9	x
> CC(C)Cc1cc(C(=O)N2CCN(c3ccc(F)cc3)CC2)no1
  -2	97	8	100	103	12	x	1.6	x
> O=C(O)CSc1nnc(CNc2ccccc2Cl)n1-c1ccccc1
  6	102	0	88	101	-6	-4	-0.9	-2
> CCOC(=O)Cn1cnc2c(nnn2-c2ccc(OC)cc2)c1=O
  -1	93	1	98	100	-11	-3	-0.76	14
> O=C1OCCC1Sc1nc2ccccc2n1-c1ccccc1 (configuration not stated)
  6	89	1	99	101	-2	-4	0.26	-3
> Cc1nnsc1SCCNC(=O)c1c(F)cccc1F
  29	x	4	x	x	-8	-5	-0.79	-9
> CCN(CC(=O)Nc1ccccc1OC)C(=O)C1CC2C=CC1C2 (configuration not stated)
  8	90	4	102	84	19	-7	-1	9
> O=C(CN1CCN(Cc2ccc3c(c2)OCO3)CC1)N1CCc2[nH]c3ccc(F)cc3c2C1
  11	80	16	69	85	4	-2	1.3	-34
> O=C(COC(=O)c1cccnc1)Nc1ccccc1
  x	96	x	92	97	x	-4	0.049	-3
> Fc1ccc(-c2[nH]ncc2-c2nnnn2-c2ccccc2)c(F)c1
  3	x	-5	x	x	-8	-1	0.21	19
> COc1ccc(-c2nn(-c3ccccc3)cc2CO)cc1OC
  12	96	3	71	102	-1	x	0.52	x

Carrying on:
The line under a structure holds: PostGolgi ctrl	HUVEC prolif 384	Ecoli WT expand	H69AR growth 86K	Fibroblast inh	PostGolgi yeast	S1P2 agonist	DAT uptake mod	S1P2 antag
> CC(C)(C)OC(=O)N1CCCC1C(=O)N1CCc2ccccc21 (configuration not stated)
  2	102	6	88	95	9	-10	-0.094	15
> O=C(Nc1nc(N2C(=O)c3ccccc3C2=O)n(-c2ccccc2)n1)c1ccc(Cl)cc1
  35*	94	-5	54	98	2	-7	-0.85	4
> Cc1ccc(C2N(c3cccc(Cl)c3)C(=O)C3CCCN32)o1 (configuration not stated)
  28	96	0	98	97	4	0	-0.85	12
> Cc1ccc(Nc2nc(N3CCOCC3)nc(N3CCOCC3)n2)cc1
  0	x	-13	x	x	8	-5	1.2	-2
> Cc1ccc(NC(=S)NCCN2CCOCC2)cc1
  5	x	7	x	x	6	-2	-0.21	-7
> Cc1ccc(NC(=O)CCc2c(C)nc3ncnn3c2C)cc1
  17	99	7	99	99	0	-7	-0.035	20
> O=C(C1CCN(Cc2cc(Cl)ccc2O)CC1)N1CCN(Cc2ccccc2)CC1
  17	86	4	73	99	7	-5	0.79	3
> Cc1ccc2oc(=O)cc(CN3CCC(C)CC3)c2c1
  7	101	5	77	91	5	-7	-0.33	11
> CCc1cc2c(=O)[nH]cnc2s1
  7	90	2	95	99	4	-4	-0.092	-11
> CCCn1c(=NC(=O)c2ccco2)c(C(=O)OCC)cc2c(=O)n3ccccc3nc21
  5	88	5	51	95	6	7	0.18	-51
> Cc1cc(C)n(CC(=O)N/N=C/c2ccco2)n1
  22	79	-6	97	99	19	-5	-1	6
> O=S(=O)(Cc1cc(Oc2ccccc2)nc(-c2ccccc2)n1)c1ccccc1
  11	x	-16	x	x	5	-4	-0.65	12
> CCCCNC(=O)C1C2C=CC3(CN(Cc4ccccc4Cl)C(=O)C13)O2 (configuration not stated)
  8	x	2	x	x	-6	-4	0.97	11
> COc1cccc(-c2csc(NC(=O)C3CC3)n2)c1
  10	90	6	88	100	-2	-2	-0.1	9
> O=c1cc(-c2ccccc2Cl)c2c([nH]1)CCC2
  1	111	-4	96	100	6	x	-0.41	x
> COc1ccc(CNC(=O)C2C3C=CC4(CN(Cc5cccnc5)C(=O)C24)O3)cc1 (configuration not stated)
  -4	101	9	78	104	1	-1	-1.4	-18
> Cc1c(N=Cc2nc3ccccc3n2C)c(=O)n(-c2ccccc2)n1C
  23	100	5	46	111	-1	-9	1.1	18
> Cc1ccc(-c2nnc(SCC(=O)N3CCN(c4ccccc4)CC3)o2)cc1
  -2	88	-9	83	93	-1	-8	-1.7	0
> CCOC(=O)CN1C(=O)C(=O)c2cccc(C)c21
  -10	108	2	33*	102	7	-7	0.26	12
> COc1ccccc1-n1c(SCC(=O)N2CCCCC2)nc2cccnc21
  15	93	3	76	105	2	-6	0.41	12
> COc1cccc(C2CC(C(F)(F)F)n3ncc(C(=O)NCC4CCCO4)c3N2)c1 (configuration not stated)
  5	94	2	85	86	3	-4	0.97	22
> Cc1c(N=C2NC(=O)C(CC(=O)Nc3ccc(Cl)cc3)S2)c(=O)n(-c2ccccc2)n1C (configuration not stated)
  9	104	-7	104	108	-4	-1	-0.17	9
> O=C(CC(Nc1ccccc1)C(=O)O)c1ccccc1 (configuration not stated)
  -6	87	-2	90	97	-9	x	2.9*	x
> Cn1c(N)c(C(=O)c2ccccc2)c(=O)n(C)c1=O
  1	x	-4	x	x	4	0	-0.26	0
> Cc1ccc(OCc2ccc(C(=O)Nc3nccs3)o2)cc1
  2	92	-1	88	114	-6	3	-0.4	-12
> Cn1nnnc1SCC(=O)NC1CCCCC1
  2	106	0	96	99	-6	-6	1	12
> COc1cccc(C2C(C(=O)Nc3ccc(C)cc3C)=C(C)Nc3ncnn32)c1OC (configuration not stated)
  16	101	-5	68	101	9	-4	0.98	-15
> CCOC(=O)c1ccc(NC(=O)CSc2nc3c(c(=O)n2-c2ccccc2OC)SCC3)cc1
  x	88	x	108	102	x	x	0.097	x
> Cc1ccc(N2CC(C(=O)OCc3ccc([N+](=O)[O-])cc3)CC2=O)cc1 (configuration not stated)
  1	99	2	95	105	2	1	-1.4	-11
> COc1ccc(S(=O)(=O)N2CC3CCCN3c3cc(C(F)(F)F)ccc32)cc1 (configuration not stated)
  20	x	-6	x	x	-2	1	-0.49	13

Going on with the list.
The line under a structure holds: PostGolgi ctrl	HUVEC prolif 384	Ecoli WT expand	H69AR growth 86K	Fibroblast inh	PostGolgi yeast	S1P2 agonist	DAT uptake mod	S1P2 antag
> CC(O)C(NS(=O)(=O)c1ccc(Cl)cc1)C(=O)OCc1nnc(-c2ccccc2)o1 (configuration not stated)
  8	112	-2	106	109	-6	-10	-0.0035	24
> CC(C)Cc1ccc(S(=O)(=O)N2CCCC2)cc1
  11	102	13	98	104	-2	-6	0.38	-2
> CC(C)C(OC(=O)c1cccs1)C(=O)NCc1cccs1 (configuration not stated)
  -1	99	5	90	101	-1	-8	0.24	17
> NNC(=O)c1cc2c(s1)CCCCCC2
  3	106	-5	104	97	-21	-8	-0.66	10
> Cn1c(=O)oc2cc(S(=O)(=O)N3CCCC(C(=O)Nc4nccs4)C3)ccc21 (configuration not stated)
  21	x	2	x	x	3	4	x	-2
> CSc1nncn1/N=C/c1ccccc1F
  -8	95	5	94	104	x	-3	0.22	-6
> COc1ccc(C(C(=O)NC(C)(C)C)N(CC2CCCO2)C(=O)CCC(=O)Nc2cc(C)on2)cc1 (configuration not stated)
  -6	x	5	x	x	20	-4	x	20
> CCOC(=O)N1CCC2(CC1)CC(=O)c1cc(O)ccc1O2
  5	x	1	x	x	1	-8	-0.023	-16
> COC(=O)c1ccccc1NC(=O)c1ccc(Cn2cc(Cl)cn2)o1
  10	55	-7	82	71	-6	1	-1	-23
> Cc1ccc2nc(NC(=O)c3cccc(-c4cc5ccccc5oc4=O)c3)sc2c1
  -2	x	-15	x	x	-6	-2	0.56	14
> CCCN1C(=O)C(NC(=O)c2ccncc2)(C(F)(F)F)C2=C1CC(C)(C)CC2=O (configuration not stated)
  10	91	5	86	95	7	1	-0.46	-16
> O=C(Nc1ccccc1-c1ccccc1)c1ccc(Br)o1
  35*	97	-7	78	105	-2	2	0.77	-20
> O=C(OCC(=O)N1CCN(C(=O)c2ccco2)CC1)c1ccccc1O
  1	x	2	x	x	-4	-5	0.47	-14
> CCc1ccc(NC(=O)CSc2nnc(-c3cnccn3)n2Cc2ccco2)cc1
  7	57	-6	95	97	21	-10	0.14	10
> CCS(=O)(=O)N1Cc2ccccc2CC1C(=O)Nc1ccc(NC(C)=O)cc1 (configuration not stated)
  20	105	0	85	108	2	-1	0.21	-34
> Cn1cnc2c1c(=O)n(Cc1ccc(F)cc1Cl)c(=O)n2C
  22	93	-6	72	93	19	-1	-1.2	-14
> CCSc1nnc(NC(=O)c2ccc3ccccc3n2)s1
  33*	34	-4	41	65	13	-4	0.59	-1
> COc1ccc(NC(=O)c2cc(-c3ccccc3OC)on2)cc1
  -2	x	-9	x	x	-4	-8	-0.66	-18
> Cc1nn(C(C)(C)C)c(OC(=O)c2ccco2)c1Sc1ccccc1
  36*	88	7	97	98	4	-12	0.74	24
